# PfHsp90 yeast 2 – reduces growth (ATP signal) of yeast expressing P. falciparum Hsp90; inhibition, % at 9.4 µM; S. cerevisiae expressing PfHsp90, BacTiter-Glo ATP, 48 h; yeast lacking PDR1 and PDR3 efflux regulators; hit rate 0.32% among 310,000;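 active = every replicate shows inhibition above about 80%, whatever the replicate mean, limit read from the data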;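 also: 0% = DMSO neutral controls and 100% = 20 µM radicicol positive controls; yeast relying on Plasmodium falciparum Hsp90 in place of its own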
# phage Ecoli inh – E. coli growth loss with phage present; AID 651602; hit rate 0.26% among 360,000; inhibition, % at 11.9 µM; growth absorbance; in the data active = inhibition above about 11%
# MOR-DOR inv ag – mu-delta opioid heterodimer inverse agonism; P35372+P41143; cell-based MOR-DOR heterodimer luminescence; inhibition, % at 9.3 µM; hit rate 0.21% among 340,000; in the data active = inhibition above about 22%, passing the limit was not always enough;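 also: 0% = cells with DMSO and 100% = wells without cells with DMSO; values of inactives mirror those of a sister screen read the other way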
# PKA-R1A act – activates the PKA-R1A holoenzyme complex. P00514+P68181. PKA-R1A dissociation, Cy5-IP20 fluorescence polarization; scaled: DMSO 0%, 113 µM cGMP 100%. activation, % at 11.4 µM. hit rate 0.083% among 340,000;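 active = percent activation above the mean of all tested compounds plus 3 SD, cut at about 19% in these data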;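 also: higher means more PKAc released from R1A so a rise in polarization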
# MOR-DOR ag – agonists of human mu-delta opioid receptor heterodimerization; cells, OPRM1-OPRD1 heterodimerization, luminescence; activation, % at 9.3 µM; hit rate 0.3% among 340,000; AID 504326; in the data active = activation above about 18%;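 also: 0% = vehicle-treated cells and 100% = reference agonist; values of inactives mirror those of a sister screen read the other way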
# HTR5A ag – HTR5A agonism, opioid heterodimer counter-screen | activation, % at 9.3 µM | P47898 | HTR5A agonist assay, luminescence, cell-based | hit rate 0.61% among 340,000 | AID 504692; in the data active = activation mostly above about 9.5%, no sharp cut-off; inactive = mostly below about 7.6%;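 also: 0% = cells with vehicle only and 100% = reference agonist; strong numbers were not always called active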
# Target sequence (P47898 whole entry, looked up): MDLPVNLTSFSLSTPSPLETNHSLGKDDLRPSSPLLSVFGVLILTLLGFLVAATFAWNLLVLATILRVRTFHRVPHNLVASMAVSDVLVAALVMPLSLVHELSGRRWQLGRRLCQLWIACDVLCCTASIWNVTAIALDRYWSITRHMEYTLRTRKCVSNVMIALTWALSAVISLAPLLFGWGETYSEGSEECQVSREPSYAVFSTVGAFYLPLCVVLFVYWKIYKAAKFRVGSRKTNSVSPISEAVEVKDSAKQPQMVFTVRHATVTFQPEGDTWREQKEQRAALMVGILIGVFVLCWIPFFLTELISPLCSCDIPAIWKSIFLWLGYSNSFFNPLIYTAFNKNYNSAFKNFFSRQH
# E coli growth – counter-screen for AddAB inhibitors: E. coli growth inhibition. E. coli V3065 growth, OD600 absorbance, 18 h. inhibition, % at 11.9 µM. hit rate 0.27% among 330,000. AID 449728;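 active = inhibition above the campaign's mean inhibition across all tested compounds plus 3 SD, cut at about 9.9% in these data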;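 also: uninfected addAB+ strain grown without phage in ampicillin broth; 0% = DMSO wells and 100% = ciprofloxacin 0.95 µg/ml wells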
# AddAB inh – less growth of phage-infected E. coli with AddAB; hit rate 0.29% among 330,000; E. coli expressing H. pylori AddAB, absorbance growth; inhibition, % at 11.9 µM; AID 435030; in the data active = inhibition above about 12%;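 also: 0% = vehicle wells of infected cells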
# HTR5A inv ag – counter-screen for OPRM1-OPRD1 inverse agonists: human HTR5A inverse agonism; HTR5A cell line, luminescence; hit rate 0.083% among 340,000; inhibition, % at 9.3 µM; AID 504634; P47898; in the data active = inhibition mostly above about 23%, no sharp cut-off; inactive = mostly below about 18%;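 also: 0% = cells with DMSO and 100% = no-cell wells with DMSO; some compounds called inactive have numbers as strong as hits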
# Pemphigus Ab inh – blocks pemphigus antibody binding to human desmoglein-3; binding (percent of control), % at 10 µM; DSG3-coupled beads, scFv-anti-DSG3-GFP binding, flow cytometry; hits give low values; P32926; hit rate 0.48% among 310,000;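 active = binding more than 3 SD below its plate's average and above zero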;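 also: hits lower antibody fragment binding to DSG3; some compounds called inactive have numbers as strong as hits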
# Mot1-301 SUMO – SUMOylation pathway inhibition by Mot1-301 growth rescue; growth rescue, % at 18.8 µM; S. cerevisiae Mot1-301 growth rescue, ATP luminescence, 38.5C; percent above DMSO median, 100 means doubled; hit rate 1% among 320,000;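 active = every valid replicate shows activation above 250% relative to neutral control wells; inactive = the rest, any valid replicate at or below 250%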;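 also: OY570 slx delta 5 strain wells were the positive control but not used for scaling; some compounds called inactive have numbers as strong as hits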
# * = called active by the depositor; nt = not tested or not shown.
# Every second line gives: MOR-DOR ag	MOR-DOR inv ag	Pemphigus Ab inh	HTR5A inv ag	HTR5A ag	AddAB inh	PfHsp90 yeast 2	phage Ecoli inh	PKA-R1A act	E coli growth	Mot1-301 SUMO
> CC(=O)c1cccc(NC(=O)N2CC(C)OC(C)C2)c1 (centres undefined)
→ -2.7	8.9	108.4	0.5	0.2	-0.8	-66.2	1.8	-4.7	-0.3	-3.9
> Nc1ccc2nn(-c3cc([N+](=O)[O-])ccc3O)nc2c1
→ 3.4	-16.3	98.4	-0.4	0.1	4.3	-69.9	0.9	-5.7	2.2	-48.6
> Cc1ccc2nc(/C(C#N)=C/c3ccc(-c4ccccc4C(=O)O)o3)[nH]c2c1
→ -2.5	11.1	104.4	-10.2	2.9	0.8	-7.3	3.1	1.0	-1.4	-10.6
> CN(C)CCCN(Cc1ccc2c(c1)OCO2)C(=O)NC1CCCCC1
→ -2.2	10.9	105.1	-6.6	3.5	-1.5	12.2	0.8	2.1	-3.5	-2.2
> NC(=O)NOCc1c(F)cccc1Cl
→ nt	nt	113.6	nt	nt	2.2	-12.3	6.1	nt	0.7	-2.8
> O=C(CCSCCc1ccccn1)Nc1nccs1
→ -0.9	5.2	101.2	-6.3	2.5	1.3	-21.7	3.6	-1.2	1.2	10.4
> N#Cc1c(N)[nH]c2ccc(Sc3ccccc3)cc12
→ 2.1	-9.2	115.5	-4.8	1.2	nt	11.0	3.6	-6.4	nt	nt
> COc1ccc(S(=O)(=O)NCC2CCCN(Cc3ccc(O)cc3)C2)cc1 (centres undefined)
→ 1.3	-6.8	nt	-5.4	-1.2	1.9	-19.7	1.8	-0.8	-0.1	-3.2
> Cc1nc(CC(=O)Nc2nc(-c3ccccc3)cs2)cs1
→ -0.5	2.7	92.5	-8.4	2.4	0.3	-2.1	5.1	-5.5	2.6	35.5
> Cc1cc(C)n2nc(SCC(=O)NC3CCCCC3)nc2n1
→ -1.9	9.5	77.1	7.3	-1.4	2.1	16.2	1.6	0.9	-1.2	3.3
> CCCc1cc(=O)n2[nH]c(NCc3ccc(OC)c(OC)c3)nc2n1
→ -1.9	9.4	80.6	2.6	-1.0	3.2	-9.0	5.2	-3.8	-0.3	-19.3
> COC(=O)c1ccc(S(=O)(=O)NCc2ccc(S(N)(=O)=O)cc2)n1C
→ -2.9	14.5	117.0	13.5	-0.5	1.6	9.1	0.9	2.7	0.3	-11.9
> Fc1ccc(Cn2cnc3ccccc32)cc1
→ -2.1	13.1	100.9	-24.1	9.0	1.6	-33.4	2.2	-4.6	0.0	-9.3
> CN(C(=O)c1cccc(NC(=O)Cc2ccc(NC(=O)C3CCN(S(=O)(=O)c4cccc([N+](=O)[O-])c4)CC3)cc2)c1)C1CC1
→ 1.9	-9.0	98.8	-3.6	1.0	nt	0.6	3.5	6.0	nt	nt
> C=CCSc1nc2sc(-c3ccccc3)cc2c(=O)n1N
→ 1.1	-6.5	101.5	4.6	-0.2	3.8	-1.8	-1.2	7.7	1.7	0.7
> O=C(Cc1cccs1)N1CCN=C1SCc1ccccc1Cl
→ -2.7	13.2	110.8	9.0	-3.2	0.4	nt	2.1	-9.8	-1.0	-0.6
> Cc1ccc(C)c(OCCn2ccnc2)c1
→ -3.1	15.2	125.0	21.8	-6.4	2.3	-16.3	nt	3.1	-0.5	-23.8
> N#CCCN(Cc1cccnc1)C(=S)NC(=O)c1ccccc1
→ -3.0	15.1	92.7	-1.3	0.3	1.5	-3.1	1.8	-10.9	-1.9	8.3
> CC(NC(=O)c1ccc2c(=O)n3c(nc2c1)CCCCC3)c1ccccc1 (centres undefined)
→ -1.7	11.1	102.2	-29.7	0.1	nt	nt	1.0	-1.4	nt	nt
> Cc1c(NC(=O)Nc2cccc([N+](=O)[O-])c2)c(=O)n(-c2ccccc2)n1C
→ -2.8	15.8	108.7	-20.6	5.6	-3.8	3.8	2.6	11.0	1.8	16.5
> CS(=O)(=O)Nc1ccc(C(=O)NCc2ccco2)cc1
→ 0.4	-2.4	123.9	-0.3	-3.0	2.9	-2.8	2.7	-5.4	3.7	-0.3
> COc1ccccc1C(=O)NCCC(=O)NCc1ccccn1
→ -2.8	12.1	99.2	12.9	-5.2	4.9	-3.4	1.6	1.2	0.5	-0.1
> Nc1ccc2nc(SCc3ccc([N+](=O)[O-])cc3)sc2c1
→ -0.8	4.2	98.8	-39.3	1.9	-1.2	nt	nt	3.7	-3.1	28.1
> NS(=O)(=O)c1ccc(CNC(=O)CC23CC4CC(CC(C4)C2)C3)cc1
→ -1.5	8.6	103.5	21.9	-8.6	-0.2	-13.4	2.0	13.2	2.8	-10.0
> CCSc1nnc(NC(=O)c2nc3nc(C)cc(C)n3n2)s1
→ -1.6	8.5	102.7	-5.1	1.9	1.4	4.2	-0.6	-12.0	1.0	-4.0
> Cc1cc(C)c(S(=O)(=O)ON2C(=O)c3ccccc3C2=O)cc1C
→ -0.1	0.4	100.9	-9.4	4.1	1.4	3.1	1.6	-4.2	0.6	54.6
> Cc1nnc2ccc(N3CCOCC3)nn12
→ -1.4	7.8	105.8	7.7	-7.0	1.1	-11.0	3.3	-14.3	2.4	-1.8
> CN1CCN(C(=O)c2cnn(-c3ccccc3)c2NC(=O)c2cccs2)CC1
→ -1.5	8.0	100.0	-13.4	-8.8	1.0	nt	1.8	6.7	-0.8	4.9
> CCOC(=O)N1CCN(C(=O)c2cnn3c(C(F)(F)F)cc(-c4cccs4)nc23)CC1
→ -0.5	2.5	106.3	-7.0	8.2	-0.2	nt	0.8	5.1	0.8	-23.1
> COCCNC(=S)N1CCC(c2nc(-c3ccc(N(C)C)cc3)no2)CC1
→ -1.7	7.9	111.6	2.1	-1.6	1.3	24.3	2.6	2.8	-0.8	3.2
> COc1ccc(-n2cc(CNCC3CCOCC3)c(-c3cccc(F)c3)n2)cc1
→ 4.9	-24.2	101.3	7.5	-3.1	0.3	9.1	5.7	3.9	-1.2	7.0
> Cc1ccc(S(=O)(=O)n2ccc(OC(=O)c3cccs3)n2)cc1
→ -2.6	15.0	99.8	0.9	-4.1	2.8	8.0	-1.1	-2.6	-0.2	145.6
> CC(C)(C)[C@@H]1C=C(C(=O)N2CCN(Cc3ccc4c(c3)OCO4)CC2)O[C@H](OCc2ccc(CO)cc2)C1
→ -0.3	1.7	103.5	-16.2	2.7	0.6	nt	0.8	-0.9	-0.2	-23.5
> CCN1CCN(C(=O)c2ccc(-c3nc4ccccc4s3)s2)CC1
→ -1.6	8.2	99.9	-1.6	0.6	2.0	-1.8	2.1	-5.8	-2.4	-3.1
> COc1c(F)c(F)c(C(=O)Nc2cccc(Cl)c2N2CCOCC2)c(F)c1F
→ 1.0	-4.2	107.5	-12.9	7.0	4.1	-78.5	0.6	2.5	1.7	653.1
> Cc1ccc(-n2cc(-c3ccccc3)c3c(N4CCN(C)CC4)ncnc32)cc1
→ 1.6	-7.5	117.3	1.6	0.0	0.4	nt	-1.0	5.7	-1.0	26.5
> CCN(CC)CCn1c(=N)n(CCO)c2ccccc21
→ nt	nt	91.4	nt	nt	1.8	nt	0.2	2.3	-1.1	226.5
> CC(=O)Nc1c(-c2ccc(Cl)cc2)c(=O)c2ccccc2n1C
→ -2.1	10.2	91.9	14.4	-3.9	2.2	21.2	-1.0	-0.6	0.2	-0.5
> Cc1ccc(-c2nnn(CC(=O)N(c3ccc(F)cc3)C(C(=O)NC3CCCC3)c3ccncc3)n2)o1 (centres undefined)
→ 0.1	-1.2	115.7	1.9	-0.6	3.9	-7.5	0.5	4.0	-0.1	65.0
> N#CCSc1nc2ccccc2c(=O)n1-c1ccccc1
→ -1.6	9.3	79.3	2.2	0.9	2.0	-0.2	0.5	-5.4	-3.3	49.6
> Cc1ccc(CC(=O)N2CCN(C(=O)c3ccco3)CC2)cc1
→ -2.4	15.0	89.4	-19.7	2.9	-1.6	-14.4	4.4	0.1	-0.4	-4.0
> O=C(NCc1ccco1)c1cc(S(=O)(=O)N2CCOCC2)ccc1Cl
→ -2.6	12.9	104.3	9.7	-0.1	-1.4	5.8	2.8	-4.2	0.2	2.3
> COc1ccc(Cl)cc1NC(=O)NCc1ccc2c(c1)OCO2
→ -1.4	5.7	111.8	15.0	-5.9	0.2	0.9	4.2	-4.6	0.4	-6.5
> Cc1cc(N2CCCC2=O)cc(C)c1CN1C(=O)c2ccccc2C1=O
→ 0.1	-0.4	99.0	2.2	-1.2	4.4	-0.2	1.2	-0.7	-1.1	221.3
> CCn1cc(C(=O)N[C@@H](C)C(=O)NCCCO)c(=O)c2cc3c(cc21)OCO3
→ -4.0	17.9	92.7	-9.0	2.6	nt	5.5	2.5	-0.6	nt	23.3
> COc1cccc(-c2cccc(NC(=O)C3CCN(C4CCOCC4)CC3)c2)c1
→ -1.4	7.1	108.8	-11.7	3.1	4.2	-6.0	0.5	-5.5	-1.4	nt
> CCOC(=O)CC(NC(=O)c1ccccc1F)c1ccc(C)cc1 (centres undefined)
→ -1.9	9.1	110.2	-14.7	5.9	1.5	nt	2.6	-9.6	3.8	-5.4
> C=CCn1c(SCC(=O)N(CC)C2CCS(=O)(=O)C2)nc2scc(-c3ccccc3)c2c1=O (centres undefined)
→ -5.3	20.0	100.5	4.2	9.7	nt	19.9	1.9	-10.1	nt	nt
> CC1CCC(NC(=O)CNC(=O)Cc2cccc3ccccc23)CC1 (centres undefined)
→ 1.2	-9.5	97.9	4.0	1.9	2.0	12.9	1.4	11.3	0.9	-1.4
> O=C(CCCOc1ccccc1)N1CCN(c2ccccn2)CC1
→ 1.0	-6.0	95.7	-6.0	0.9	1.2	4.2	4.9	-11.8	-2.5	-14.9
> COc1ccc(CN2CCNC(=O)C2CC(=O)NCc2cnn(C)c2)cc1OC (centres undefined)
→ 0.2	-1.8	87.4	7.1	-2.6	1.8	nt	4.6	3.4	-0.3	1.2
> Cn1nc(C(=O)NC2CCC(O)CC2)c2ccccc2c1=O (centres undefined)
→ -1.5	5.8	101.2	-18.1	-5.0	1.9	-18.0	1.4	3.3	0.5	-11.8
> O=C(Nc1ccccc1[N+](=O)[O-])C1COc2ccccc2O1 (centres undefined)
→ 4.9	-24.6	95.5	12.2	0.5	2.1	-2.0	1.5	-8.6	-1.9	7.8
> CC(C)Cc1nnc(NC(=O)CSc2nc(O)c(-c3ccccc3)c(=O)[nH]2)s1
→ -1.0	5.6	106.2	13.5	0.4	1.9	4.0	2.5	-11.0	1.5	-7.8
> N#Cc1ccc(CN2CCN(C(=O)c3cn(Cc4ccccc4)nc3-c3cccnc3)CC2)cc1
→ -1.4	5.8	90.9	25.6	-10.3	0.3	nt	0.9	-8.6	-0.9	7.4
> O=C(OCc1ccc([N+](=O)[O-])cc1)C1CC(=O)N(c2ccccc2)C1 (centres undefined)
→ 0.6	-3.5	98.3	-6.2	2.4	0.3	4.6	4.6	-8.6	-1.2	-15.2
> C/C(=N\NC(=O)C1(C)CC1(Br)Br)c1ccc(NC(=O)c2ccc(C)o2)cc1 (centres undefined)
→ 0.0	0.0	101.2	-7.2	2.7	4.5	-13.3	5.4	-5.9	0.4	-1.1
